DAGLB inh = blocks human DAGLB lipase activity; Q8NCG7; HEK293T DAGLB membrane lysate, EnzChek fluorogenic substrate; 0.059% of 340,000 active; inhibition, % at 5.17 µM; in the data active means inhibition above about 34%;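 further: 0% = enzyme with vehicle and 100% = wells lacking enzyme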
Mot1-301 SUMO = blocks SUMOylation pathway, rescuing yeast Mot1-301 growth. S. cerevisiae Mot1-301 growth rescue, ATP luminescence, 38.5C; percent above DMSO median, 100 means doubled. growth rescue, % at 18.8 µM. 1% of 320,000 active;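 active means every valid replicate shows activation above 250% relative to neutral control wells; inactive means the rest, any valid replicate at or below 250%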;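 further: OY570 slx delta 5 strain wells were the positive control but not used for scaling; some compounds called inactive have numbers as strong as hits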
PKA-R1A activ = PKA-R1A complex activation. 0.083% of 340,000 active. AID 504707. P00514+P68181. PKA-R1A dissociation, Cy5-IP20 fluorescence polarization; scaled: DMSO 0%, 113 µM cGMP 100%. activation, % at 11.4 µM;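 active means percent activation above the mean of all tested compounds plus 3 SD, cut at about 19% in these data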;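 further: higher means more PKAc released from R1A so a rise in polarization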
AddAB inh = less growth of phage-infected E. coli with AddAB. E. coli expressing H. pylori AddAB, absorbance growth. inhibition, % at 11.9 µM. 0.29% of 330,000 active. AID 435030; in the data active means inhibition above about 12%;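 further: 0% = vehicle wells of infected cells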
Ecoli viability = counter-screen for AddAB inhibitors: E. coli growth inhibition; 0.27% of 330,000 active; E. coli V3065 growth, OD600 absorbance, 18 h; inhibition, % at 11.9 µM;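 active means inhibition above the campaign's mean inhibition across all tested compounds plus 3 SD, cut at about 9.9% in these data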;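 further: uninfected addAB+ strain grown without phage in ampicillin broth; 0% = DMSO wells and 100% = ciprofloxacin 0.95 µg/ml wells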
CDK5 p35 inh = inhibitors of human CDK5/p35 kinase | AID 488839 | Q00535+Q15078 | Recombinant CDK5/p35, ADP-Glo luminescence, 60 min | inhibition, % at 10 µM | 0.01% of 330,000 active;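 active means highest replicate inhibition of at least 50% and at least 75% of replicates reaching 50%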;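 further: plate controls were DMSO neutral control for no effect and GW8510 at 10 µM for full effect; many of its hits are not listed in these tables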
Target sequence (Q00535 whole entry, looked up): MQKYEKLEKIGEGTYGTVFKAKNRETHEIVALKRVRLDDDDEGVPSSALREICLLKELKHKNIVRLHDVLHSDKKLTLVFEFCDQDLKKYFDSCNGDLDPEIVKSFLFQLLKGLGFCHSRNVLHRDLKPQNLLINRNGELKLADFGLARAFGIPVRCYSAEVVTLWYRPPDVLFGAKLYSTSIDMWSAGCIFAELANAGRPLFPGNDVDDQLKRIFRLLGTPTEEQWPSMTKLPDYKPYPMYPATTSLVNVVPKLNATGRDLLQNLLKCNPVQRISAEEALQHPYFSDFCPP
Target sequence (Q15078 whole entry, looked up): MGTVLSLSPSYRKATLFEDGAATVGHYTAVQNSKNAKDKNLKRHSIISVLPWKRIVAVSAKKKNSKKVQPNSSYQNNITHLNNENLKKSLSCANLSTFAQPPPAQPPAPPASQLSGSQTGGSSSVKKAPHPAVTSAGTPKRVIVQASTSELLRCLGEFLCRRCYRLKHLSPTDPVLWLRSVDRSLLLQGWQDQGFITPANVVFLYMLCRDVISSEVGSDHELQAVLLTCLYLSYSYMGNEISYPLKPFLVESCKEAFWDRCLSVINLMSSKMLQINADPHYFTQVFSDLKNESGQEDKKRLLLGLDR
PKA-R2B act = PKA-R2B complex activation | PKA-R2B holoenzyme dissociation, Cy5-IP20 fluorescence polarization; R2B truncated from residue 108, S112A mutant; 0% DMSO only, 100% 113 µM cGMP | activation, % at 11.4 µM | 0.079% of 340,000 active | AID 504700;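 active means activation above a cutoff set at the mean over all compounds plus 3 SD, cut at about 18% in these data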;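 further: higher means more holoenzyme dissociation and a rise in polarization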
phage Ecoli inh = E. coli growth loss with phage present. growth absorbance. inhibition, % at 11.9 µM. 0.26% of 360,000 active. AID 651602; in the data active means inhibition above about 11%
Tat transport = inhibitors of E. coli Tat protein transport; E. coli MC4100 TorA-mCherry Tat export, fluorescence; inhibition, % at 10 µM; 0.036% of 340,000 active;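 active means mean replicate inhibition at least 50% and at least half of replicates individually reaching 50%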;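 further: exported cargo escapes ClpAP degradation while cytoplasmic cargo is degraded and loses fluorescence; 0% = median of neutral control wells and 100% = median of NaSCN control wells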
HTR5A ag ctr = activates human HTR5A in OPRM1-OPRD1 agonist counter-screen; P47898; HTR5A agonist assay, luminescence, cell-based; activation, % at 9.3 µM; 0.61% of 340,000 active; in the data active means activation mostly above about 9.5%, no sharp cut-off; inactive means mostly below about 7.6%;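 further: 0% = cells with vehicle only and 100% = reference agonist; strong numbers were not always called active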
Target sequence (P47898 whole entry, looked up): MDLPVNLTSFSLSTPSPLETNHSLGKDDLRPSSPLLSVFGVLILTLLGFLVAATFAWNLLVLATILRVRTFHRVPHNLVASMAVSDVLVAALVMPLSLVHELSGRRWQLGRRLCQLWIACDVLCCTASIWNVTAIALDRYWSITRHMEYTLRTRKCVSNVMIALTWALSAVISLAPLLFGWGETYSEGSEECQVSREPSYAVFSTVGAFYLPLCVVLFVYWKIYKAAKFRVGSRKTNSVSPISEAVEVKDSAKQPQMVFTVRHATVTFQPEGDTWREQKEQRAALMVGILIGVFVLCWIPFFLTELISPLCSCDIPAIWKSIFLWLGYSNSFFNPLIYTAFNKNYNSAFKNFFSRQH
HTR5A inv ctr = inverse agonist of human HTR5A in OPRM1-OPRD1 counter-screen. HTR5A cell line, luminescence, inverse agonism. inhibition, % at 9.3 µM. 0.083% of 340,000 active. AID 504634; in the data active means inhibition mostly above about 23%, no sharp cut-off; inactive means mostly below about 18%;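 further: 0% = cells with DMSO and 100% = no-cell wells with DMSO; some compounds called inactive have numbers as strong as hits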
The depositor's hits bear a star; . = not tested or not shown; + = active, no number. An unsorted share of the library; about 2.3% have a hit in one of these screens.

mol	CDK5 p35 inh	Ecoli viability	Tat transport	Mot1-301 SUMO	HTR5A ag ctr	HTR5A inv ctr	DAGLB inh	AddAB inh	PKA-R1A activ	phage Ecoli inh	PKA-R2B act
COc1ccc(COC(=O)C2CC(=O)N(Cc3ccccc3)C2)cc1 (stereo unspecified)	-1.5	-0.9	-1	-7	-6	16	3	1.2	0	-0.3	0
Cc1cccc(C)c1NC(=O)Cn1nnc(-c2ccc(CN3CCC(C)CC3)cc2)n1	1.5	0.7	-7	-17	1	-2	-2	-0.4	-2	3.3	14
CC(C)CN(C(=O)CN1CCN(c2ccc([N+](=O)[O-])cc2)CC1)c1c(N)n(CC(C)C)c(=O)[nH]c1=O	-1.2	1.0	6	5	0	0	0	-1.5	-8	3.2	-2
Fc1ccccc1CNc1ccc(Cl)cc1	-1.2	-2.8	-12	205	13	-21	-6	1.0	-2	-0.8	-9
C/C(=N\O)c1cc(Cl)ccc1O	-1.8	0.9	-1	3	-4	18	-1	-0.8	4	1.5	3
CCOC(=O)c1[nH]c(C)c(C(=O)OCc2c(C)noc2C)c1C	-0.9	-1.5	3	.	3	-10	-1	-0.6	-11	0.1	-12
Cc1cc(C)n2nc(C(=O)OC(C)C(=O)c3cc(C)c(C)cc3C)nc2n1 (stereo unspecified)	-1.8	4.4	4	.	6	-17	2	1.8	-7	4.3	3
O=C(c1cnc2ccc3ccccc3c2c1)c1cc(F)ccc1O	0.2	1.1	-4	-17	-1	-7	-8	0.9	-3	-0.6	-3
Cn1nccc1C(=O)Nc1cccc(S(=O)(=O)N2CCOCC2)c1	1.1	1.2	10	57	1	-26	1	3.4	-9	2.7	-5
CNc1nc(-c2ccccn2)nnc1-c1ccccc1	-0.7	4.7	-5	-14	-2	6	0	3.6	-5	4.1	1

Next records:
mol	CDK5 p35 inh	Ecoli viability	Tat transport	Mot1-301 SUMO	HTR5A ag ctr	HTR5A inv ctr	DAGLB inh	AddAB inh	PKA-R1A activ	phage Ecoli inh	PKA-R2B act
O=[N+]([O-])c1cccnc1-n1cnc2ccccc21	0.4	1.3	2	-3	-4	11	-1	4.5	0	4.7	2
CCOc1ccc2nc(N3CCCC(C(=O)NCC4CCCO4)C3)sc2c1 (stereo unspecified)	0.8	-1.4	-2	-15	4	8	-2	1.6	-7	4.5	-2
O=C1CCCC2=C1C1(CCCCC1)N=C(Nc1nc3ccccc3o1)N2	0.2	-0.2	-6	-1	2	-7	-2	-0.3	-1	2.5	0
COc1ccc(NC(=O)Nc2nnc(Cc3ccccc3)s2)cc1	-1.2	-1.2	-3	-2	4	-17	1	0.7	-10	-1.5	5
O=C(NCC(O)c1ccccc1)c1cccs1 (stereo unspecified)	-0.4	-1.4	0	15	-1	5	-7	0.7	-1	0.2	-9
CCOC(=O)C(=CNc1cc(C)nn1C(C)(C)C)C(=O)OCC	-0.6	0.6	-2	3	-4	14	-4	7.1	-12	2.6	-7
O=C(CSc1nnc(Cn2nnc(-c3ccccc3)n2)n1-c1ccccc1)Nc1ccccc1	-0.4	1.9	-3	-15	-1	-13	1	2.5	-6	3.4	-25
O=C(COc1ccccc1)Nc1ccccc1N1CCCCC1	1.5	-2.5	7	.	0	-36	-16	-1.1	-3	-0.6	-10
Cc1ccc(S(=O)(=O)N(C)CC(=O)Nc2ccc3c(c2)OCO3)cc1	-3.5	-0.4	-3	97	5	-12	-1	1.5	9	2.9	-4
CCC(C)(C)C1CCC2(CC1)NC(=O)N(CC(=O)N1CCN(C(=O)c3ccco3)CC1)C2=O (stereo unspecified)	-1.6	-0.5	8	5	-2	6	0	-0.9	10	0.1	-8

Later entries:
mol	CDK5 p35 inh	Ecoli viability	Tat transport	Mot1-301 SUMO	HTR5A ag ctr	HTR5A inv ctr	DAGLB inh	AddAB inh	PKA-R1A activ	phage Ecoli inh	PKA-R2B act
O=C(Cc1cccs1)Nc1ccc(F)c(S(=O)(=O)N2CCOCC2)c1	0.5	0.5	1	.	-2	6	2	3.5	-5	-0.1	6
Cn1c(=O)c(C(=O)NNC(=O)c2ccccc2F)c(O)c2ccccc21	2.9	-5.1	-1	282	-3	7	12	1.2	-11	0.1	12
COc1ccccc1N1CCN(C(=O)CN2C(=O)c3ccccc3S2(=O)=O)CC1	1.3	-2.6	-3	9	1	9	1	0.3	-5	-0.6	-10
CCOC(=O)C(Cc1ccc(Cl)cc1Cl)c1ccno1 (stereo unspecified)	-2.5	-0.8	-9	-2	5	-21	-6	4.2	-7	3.7	-12
C=CCNC(=O)NC(=O)CSc1nnc(C(F)(F)F)n1C	-1.0	2.1	0	2	1	3	2	3.8	-4	2.0	-5
Cc1cccc([C@H]2[C@@H]3C=CCC[C@@H]3C(=O)N2Cc2ccccc2)c1	1.9	2.7	-4	.	0	1	-6	0.2	-5	-1.7	3
CNC(=O)c1ccc(-c2sc3nc(N4CCOCC4)c4c(c3c2N)CCCC4)o1	0.8	1.4	7	8	-1	3	6	5.0	-6	0.6	-4
COc1ccc2nc(N(CCN(C)C)C(=O)c3ccc4ccccc4c3)sc2c1	-4.2	-0.1	15	-7	-3	7	2	5.6	1	1.7	-4
C=CCNC(=O)C(=O)NCC1CCCN1CC (stereo unspecified)	0.8	1.3	1	-12	-1	4	-2	3.5	4	1.9	0
CCOc1ccc(-c2c(C)n([O-])c3c([n+]2=O)CCCCC3)cc1	-1.2	1.7	-4	-10	2	-5	1	2.2	5	0.0	-10

Next section.
mol	CDK5 p35 inh	Ecoli viability	Tat transport	Mot1-301 SUMO	HTR5A ag ctr	HTR5A inv ctr	DAGLB inh	AddAB inh	PKA-R1A activ	phage Ecoli inh	PKA-R2B act
C=CCn1c(C)cc(C(=O)Cn2ncc(Cl)c(Cl)c2=O)c1C	2.0	-4.1	0	-5	2	7	2	1.5	2	1.9	-2
COC(=O)c1ccccc1S(=O)(=O)N1CCC(C(=O)NC2CCCCC2C)CC1 (stereo unspecified)	0.5	0.1	-2	2	0	-10	1	3.0	-14	1.2	1
COc1ccc(S(=O)(=O)N2CCCCC2C)cc1 (stereo unspecified)	-1.2	-3.4	2	67	2	-7	0	2.6	2	-0.3	-2
CCN1CCC(N2CCN(c3ccccc3OC)CC2)CC1	2.2	-0.9	-8	50	3	-12	-4	0.7	2	0.7	-10
O=C(NNC(=O)c1ccccc1Cl)c1ccccc1Cl	-1.2	-2.5	-1	1	2	21	2	-0.2	-2	2.5	2
CCCCC(=O)Nc1nc(C)c(-c2csc(Nc3ccc(Cl)cc3)n2)s1	2.8	0.0	-2	10	5	-24	0	-2.3	-4	.	-21
CCOC(=O)N1CCN(C(=O)COc2ccc(S(=O)(=O)Nc3ccc(OCC)cc3)cc2)CC1	0.0	1.5	1	-2	-1	10	0	1.5	-16	0.8	-3
COc1ccc(/C=C2\OC(=S)N(C)C2=O)cc1	-1.4	-3.4	2	53	1	-2	-4	1.6	-2	4.0	-5
CCOc1ccccc1N(C(=O)Nc1ccc(Cl)cc1)C1=NC(C)CS1 (stereo unspecified)	-6.0	1.6	13	3	-2	5	-2	0.2	-4	3.0	-6
Cc1nnc(NC(=O)CSC2CCCCC2)s1	-1.2	-2.5	1	-4	7	6	-1	-1.8	-3	2.4	-8

Carrying on.
mol	CDK5 p35 inh	Ecoli viability	Tat transport	Mot1-301 SUMO	HTR5A ag ctr	HTR5A inv ctr	DAGLB inh	AddAB inh	PKA-R1A activ	phage Ecoli inh	PKA-R2B act
CCN(CC)S(=O)(=O)c1ccc(NC(=O)C(C)N(c2ccccc2)S(C)(=O)=O)cc1 (stereo unspecified)	1.4	-0.3	7	+	-2	-2	2	3.8	-2	2.1	-4
COc1ccccc1OCCCCOc1ccccc1F	0.4	-1.1	6	-11	2	-10	-17	-1.8	1	3.1	-4
Cc1ccc(NC(=O)CCN2C(=O)c3ccccc3C2=O)cc1	-0.9	-1.5	-5	-6	4	-29	0	0.8	0	1.1	-4
Cc1c(-c2ccccc2)nc2ccccc2c1C(=O)OCC(=O)Nc1ncc(C(F)(F)F)cc1Cl	-0.4	-0.5	-4	0	-2	7	-7	3.2	-7	3.4	-6
CN(C)C(=S)Oc1ccccc1-c1ccccc1OC(=S)N(C)C	-2.3	1.1	-5	8	2	-2	-2	-0.3	-11	1.8	-6
CC(C)Cn1c(-c2csc(C(C)C)c2)n[nH]c1=S	-1.1	2.4	4	3	.	.	.	0.5	.	2.7	.
CC(=O)c1c(N2CCOCC2)nc2ccc(Br)cc2c1-c1ccccc1	-5.8	0.7	19	0	.	.	.	2.6	.	-1.2	.
CN(C)c1nc(Cl)cc(N2CCOCC2)n1	0.8	-1.3	-3	6	2	-14	0	1.1	15	2.0	-4
COC(=O)C(C)n1cnc2c(nnn2-c2ccc(OC)cc2)c1=O (stereo unspecified)	1.1	1.1	-2	139	0	27	2	2.3	-8	0.6	-8
COc1ccc(NC(=O)CN(C)C(=O)CSc2ccc(Br)cc2)cc1	-0.7	-0.2	7	0	1	-3	-3	0.5	-6	1.2	11

Additional entries
mol	CDK5 p35 inh	Ecoli viability	Tat transport	Mot1-301 SUMO	HTR5A ag ctr	HTR5A inv ctr	DAGLB inh	AddAB inh	PKA-R1A activ	phage Ecoli inh	PKA-R2B act
Cc1ccccc1CN1CCN(C(=O)c2ccc(F)cc2)CC1	1.9	.	4	-2	4	-15	-2	.	-2	0.4	-1
CNC(=O)CS(=O)(=O)CC(=O)Nc1cc(OCCOC)c(Cl)cc1Cl	-0.2	1.3	0	-16	.	.	.	3.2	.	1.4	.
O=C(COC(=O)/C=C/c1ccc(C(F)(F)F)cc1)NCC1CCCO1 (stereo unspecified)	0.6	0.7	1	.	8	-21	1	-1.1	-1	1.6	-3
CC1CCN(C(=O)CSc2nnc(CNc3ccc(F)cc3)n2Cc2ccco2)CC1	-2.7	1.8	10	-19	1	17	-1	3.1	10	2.2	-7
O=C(CCS(=O)(=O)c1cccs1)Nc1ccc(C(=O)NCc2ccc(F)cc2)cc1	-0.9	-1.3	-3	8	2	-9	-6	0.2	8	1.2	3
